Bioassay records deposited in PubChem by Broad Institute.
Mtb BioA inh: BioA (M. tuberculosis) enzyme inhibition; hit rate 0.096% among 360,000; inhibition, % at 9.99 µM; purified M. tuberculosis BioA enzyme, plate reader; in the data active means inhibition above about 40%
Active calls of the source: *. Some of the compounds tested, so the mix of outcomes need not match the whole.

SMILES	Mtb BioA inh
CO[C@@H]1CN(C)C(=O)c2cc(NS(=O)(=O)c3ccc(F)cc3)ccc2OC[C@@H](C)NC[C@@H]1C	-1.2
CN1c2ccc(-c3cccc(C#N)c3)cc2[C@@H]2[C@@H](CCN2C(=O)CC2CC2)[C@@H]1CO	11
CCCC#Cc1ccc2c(c1)O[C@H](CN(C)C)[C@H](C)CN([C@H](C)CO)S2(=O)=O	0.6
Cc1ccccc1S(=O)(=O)N1CCCCN2[C@@H](CO)[C@H](c3ccc(-c4cccnc4)cc3)[C@@H]2C1	0.8
CC(C)NC(=O)N(C)C[C@@H]1OCCCC[C@@H](C)Oc2ccc(NC(=O)NC3CCCCC3)cc2C(=O)N([C@@H](C)CO)C[C@H]1C	-2.8
COC(=O)[C@H]1[C@H](CO)[C@H]2Cn3c(ccc(-c4ccccc4F)c3=O)[C@@H]1N2CC1CCCC1	-1.9
CCCC#Cc1ccc2c(c1)O[C@H](CN(C)C(=O)CC1CC1)[C@@H](C)CN([C@@H](C)CO)S2(=O)=O	1.3
CNC[C@H]1OCCCC[C@@H](C)Oc2ccc(NC(=O)Nc3ccc4c(c3)OCO4)cc2C(=O)N([C@H](C)CO)C[C@@H]1C	-2.9
CCCNC(=O)N[C@@H]1CC[C@H](CC(=O)NCCc2ccccc2)O[C@H]1CO	-3.8
CC(=O)N1[C@@H]2c3ccc(/C=C/c4ccccc4)c(=O)n3C[C@@H]2[C@@H](CO)[C@@H]1C(=O)Nc1nccs1	1.5
O=C(N[C@@H]1CC[C@H](CCNC(=O)C2CCCC2)O[C@H]1CO)c1ccncc1	-0.3
CCCNC(=O)C[C@@H]1CC[C@@H]2[C@H](COC[C@H](O)CN2S(=O)(=O)c2ccc(Oc3ccccc3)cc2)O1	0.3
COc1ccc(S(=O)(=O)N(C)C[C@H]2Oc3c(NS(C)(=O)=O)cccc3C(=O)N([C@@H](C)CO)C[C@H]2C)cc1	-2.0
Cc1noc(C)c1NC(=O)Nc1ccc2c(c1)C(=O)N([C@H](C)CO)C[C@H](C)[C@H](CN(C)C(=O)Nc1cccc3ccccc13)OCCCC[C@@H](C)O2	-0.8
COCCN(C[C@@H]1N[C@@H](CO)[C@H]1c1ccc(-c2cccnc2)cc1)C(C)=O	0.5
COC1(C)CN(Cc2ccccc2Br)[C@H](/C=C/c2ccccc2)[C@H](Cc2ccccc2)O1 (some centres undefined)	-0.5
CC(C)CC#Cc1cnc2c(c1)C(=O)N([C@@H](C)CO)C[C@@H](C)[C@@H](CN(C)C(=O)Nc1ccccc1F)O2	-12
C[C@H](CO)N1C[C@H](C)[C@@H](CN(C)S(=O)(=O)c2ccc(F)cc2)Oc2c(NS(C)(=O)=O)cccc2C1=O	-2.3
CC(C)NC(=O)Nc1ccc2c(c1)C(=O)N([C@@H](C)CO)C[C@@H](C)[C@H](CN(C)S(=O)(=O)c1cn(C)cn1)OCCCC[C@H](C)O2	0.1
Cc1ccc(S(=O)(=O)Nc2cccc3c2O[C@@H](CN(C)S(=O)(=O)c2cn(C)cn2)[C@H](C)CN([C@@H](C)CO)C3=O)cc1	0.5

Continued, starting with the last 2 of the part before.
SMILES	Mtb BioA inh
CC(C)NC(=O)Nc1ccc2c(c1)C(=O)N([C@@H](C)CO)C[C@@H](C)[C@H](CN(C)S(=O)(=O)c1cn(C)cn1)OCCCC[C@H](C)O2	0.1
Cc1ccc(S(=O)(=O)Nc2cccc3c2O[C@@H](CN(C)S(=O)(=O)c2cn(C)cn2)[C@H](C)CN([C@@H](C)CO)C3=O)cc1	0.5
COc1ccc(CN(C)C[C@@H]2Oc3ccc(NC(=O)Nc4c(C)noc4C)cc3C(=O)N([C@H](C)CO)C[C@H]2C)cc1	1.9
C[C@H](CO)N1C[C@H](C)[C@@H](CN(C)CC2CCCCC2)Oc2c(NC(=O)C3CCCCC3)cccc2C1=O	-0.2
C[C@H]1CCCCO[C@H](CN(C)C(=O)Nc2ccc3c(c2)OCO3)[C@@H](C)CN([C@@H](C)CO)C(=O)c2cc(NC(=O)CCC(F)(F)F)ccc2O1	1.7
C[C@H]1CN([C@@H](C)CO)C(=O)Cc2cc(NS(=O)(=O)c3ccccc3)ccc2O[C@H]1CN(C)C(=O)Nc1ccc(F)cc1	-3.4
COc1ccc(-c2ccc([C@H]3[C@@H](C#N)N(C(=O)c4cccc(F)c4)[C@@H]3CO)cc2)cc1	-1.0
C[C@H](CO)N1C[C@H](C)[C@H](CN(C)S(=O)(=O)c2cccs2)Oc2ccc(NC(=O)Cn3cnnn3)cc2C1=O	9.2
CCCN1C[C@H](C)[C@@H](OC)CN(C)C(=O)c2ccc(NS(=O)(=O)c3ccccc3)cc2OC[C@H]1C	-1.9
CCCC(O)C#Cc1cnc2c(c1)C(=O)N([C@H](C)CO)C[C@H](C)[C@H](CN(C)Cc1cccc(C(F)(F)F)c1)O2 (some centres undefined)	4.1
CC(C)CC#Cc1ccc([C@H]2[C@@H](CO)N3CCCCN(S(=O)(=O)Cc4ccccc4)C[C@H]23)cc1	-0.2
CO[C@@H]1CN(C)C(=O)c2cc(NS(=O)(=O)c3ccc(Cl)cc3)ccc2OC[C@H](C)N(C)C[C@@H]1C	-1.5
O=C(NCC1CC1)[C@@H]1[C@@H](CO)[C@@H]2Cn3c(ccc(-c4cccnc4)c3=O)[C@H]1N2C(=O)C1CCC1	-1.8
O=C(CCN1CCCCC1)NCC[C@H]1CC[C@@H](NC(=O)C2CCOCC2)[C@@H](CO)O1	-0.5
CCCNC(=O)C[C@H]1CC[C@@H]2[C@H](COc3ccc(NC(=O)C4CCCC4)cc3C(=O)N2C)O1	-2.0
C[C@@H]1CN([C@H](C)CO)C(=O)c2cccc(NS(=O)(=O)c3ccccc3)c2O[C@H]1CN(C)S(=O)(=O)c1ccccc1	3.4
COc1ccc(C#Cc2cnc3c(c2)C(=O)N([C@H](C)CO)C[C@H](C)[C@H](CN(C)C)O3)cc1	-1.4
C[C@H]1CN([C@@H](C)CO)C(=O)c2cccc(NC(=O)NC3CCCCC3)c2O[C@H]1CN(C)Cc1ccc2c(c1)OCO2	-0.4
CNC[C@@H]1OCCCC[C@H](C)Oc2ccc(NS(=O)(=O)c3ccc(C)cc3)cc2C(=O)N([C@H](C)CO)C[C@H]1C	-5.8
Cc1noc(C)c1S(=O)(=O)N(C)C[C@H]1Oc2c(cccc2N(C)C)C(=O)N([C@@H](C)CO)C[C@H]1C	-0.8
Cc1ccc(S(=O)(=O)N(C)C[C@H]2Oc3c(NC(=O)C4CCOCC4)cccc3C(=O)N([C@H](C)CO)C[C@@H]2C)cc1	-1.8
C[C@@H]1CCCCO[C@@H](CN(C)S(C)(=O)=O)[C@H](C)CN([C@@H](C)CO)C(=O)c2cc(NC(=O)c3ccccc3)ccc2O1	0.7

An excerpt from above in order of SMILES length, lowest first.
SMILES	Mtb BioA inh
CCCNC(=O)C[C@H]1CC[C@@H]2[C@H](COc3ccc(NC(=O)C4CCCC4)cc3C(=O)N2C)O1	-2.0
Cc1noc(C)c1S(=O)(=O)N(C)C[C@H]1Oc2c(cccc2N(C)C)C(=O)N([C@@H](C)CO)C[C@H]1C	-0.8
CNC[C@@H]1OCCCC[C@H](C)Oc2ccc(NS(=O)(=O)c3ccc(C)cc3)cc2C(=O)N([C@H](C)CO)C[C@H]1C	-5.8
Cc1ccc(S(=O)(=O)N(C)C[C@H]2Oc3c(NC(=O)C4CCOCC4)cccc3C(=O)N([C@H](C)CO)C[C@@H]2C)cc1	-1.8
C[C@@H]1CCCCO[C@@H](CN(C)S(C)(=O)=O)[C@H](C)CN([C@@H](C)CO)C(=O)c2cc(NC(=O)c3ccccc3)ccc2O1	0.7

(further entries)
SMILES	Mtb BioA inh
C[C@H]1CN([C@@H](C)CO)C(=O)Cc2cc(NC(=O)Nc3ccc(F)cc3)ccc2O[C@@H]1CN(C)S(=O)(=O)c1ccc(F)cc1	1.3
COc1ccccc1-c1ccc([C@H]2[C@H](C#N)N[C@@H]2CO)cc1	-2.9
C[C@H]1CN([C@@H](C)CO)C(=O)c2cc(NC(=O)CCN3CCOCC3)ccc2O[C@H]1CN(C)C(=O)Nc1ccccc1	-1.5
C[C@H](O)C#Cc1cnc2c(c1)C(=O)N([C@H](C)CO)C[C@@H](C)[C@@H](CN(C)C(=O)Nc1ccc(C(F)(F)F)cc1)O2	0.6
CS(=O)(=O)Nc1ccc2c(c1)[C@@H]1C[C@H](CC(=O)NCc3cccnc3)O[C@H](CO)[C@@H]1O2	1.0
C[C@H]1CN([C@@H](C)CO)S(=O)(=O)c2ccc(-c3ccccc3F)cc2O[C@H]1CN(C)C	1.2
C[C@H]1CN([C@@H](C)CO)C(=O)Cc2cc(NC(=O)CCN3CCOCC3)ccc2O[C@H]1CN(C)C(=O)NC1CCCCC1	-2.2
C[C@H](CO)N1C[C@H](C)[C@@H](CN(C)Cc2ccc(C(=O)Nc3ccccc3N)cc2)Oc2ccc(NS(=O)(=O)c3ccc(Cl)cc3)cc2C1=O	-1.0
O=C(C[C@@H]1C[C@H]2c3cc(NC(=O)Nc4ccccc4)ccc3O[C@H]2[C@H](CO)O1)NCc1cccc(F)c1	4.5
C[C@H]1CN([C@@H](C)CO)C(=O)c2cc(NC(=O)CCCN(C)C)ccc2O[C@H]1CN(C)Cc1ccc(Oc2ccccc2)cc1	1.0
Cc1noc(C)c1S(=O)(=O)N(C)C[C@@H]1OCCCC[C@@H](C)Oc2ccc(NS(=O)(=O)c3cn(C)cn3)cc2C(=O)N([C@@H](C)CO)C[C@H]1C	-4.0
C[C@@H]1CN([C@H](C)CO)C(=O)c2cccc(NC(=O)C3CC3)c2O[C@@H]1CN(C)S(=O)(=O)c1ccc(F)cc1	-0.6
Cc1noc(C)c1S(=O)(=O)N(C)C[C@@H]1Oc2ccc(NC(=O)Nc3ccc4c(c3)OCO4)cc2CC(=O)N([C@H](C)CO)C[C@@H]1C	2.7
C[C@H]1CN([C@@H](C)CO)C(=O)c2cc(NS(C)(=O)=O)ccc2O[C@@H]1CN(C)CC1CC1	-1.5
C[C@@H]1CCCCO[C@@H](CN(C)CC2CC2)[C@@H](C)CN([C@H](C)CO)C(=O)c2cc(NC(=O)Nc3ccc(C(F)(F)F)cc3)ccc2O1	0.3
COc1cccc(S(=O)(=O)N[C@H]2C=C[C@@H](CC(=O)NCc3ccncc3)O[C@H]2CO)c1	-1.4
C[C@H]1CN([C@@H](C)CO)C(=O)c2cc(NC(=O)Cc3cn(C)c4ccccc34)ccc2O[C@@H]1CN(C)Cc1ccccc1	0.3
CCN1[C@@H]2Cn3c(ccc(C4=CCCCC4)c3=O)[C@H]1[C@@H](C(=O)N1CCOCC1)[C@@H]2CO	1.8
COc1ccc(NC(=O)N(C)C[C@H]2Oc3ncc(C#C[C@@H](C)O)cc3C(=O)N([C@H](C)CO)C[C@@H]2C)cc1	-0.1
COc1ccc(-c2cnc3c(c2)C(=O)N([C@@H](C)CO)C[C@H](C)[C@H](CN(C)C(=O)Cc2cccnc2)O3)cc1	-1.6
C[C@H](CO)N1C[C@H](C)[C@H](CN(C)C(=O)NC2CCCCC2)Oc2ccc(NC(=O)Nc3ccc4c(c3)OCO4)cc2C1=O	6.0
COc1ccc(NC(=O)N[C@H]2CC[C@@H](CC(=O)NCc3ccccn3)O[C@@H]2CO)cc1	-2.2
O=C(Nc1ccccc1Cl)N1[C@H](CO)[C@H]2c3ccccc3NC[C@H]21	-1.3
Cc1noc(C)c1NC(=O)Nc1ccc2c(c1)C(=O)N([C@@H](C)CO)C[C@@H](C)[C@H](CN(C)C(=O)Nc1ccc(C(F)(F)F)cc1)O2	0.6
O=C(C1CCCC1)N1CCCCN2[C@H](CO)[C@H](c3ccc(C4=CCCC4)cc3)[C@@H]2C1	-0.1
Cn1cnc(S(=O)(=O)N2C[C@H](O)COC[C@H]3O[C@@H](CC(=O)NC4CCCC4)CC[C@@H]32)c1	2.5
COc1ccc(-c2ccc([C@H]3[C@@H](CO)N4CCCCN(C(=O)c5ccc(F)cc5)C[C@@H]34)cc2)cc1	-0.5
CN1CCN(C(=O)C[C@H]2CC[C@@H]3[C@@H](COc4ccc(NC(=O)C5CC5)cc4C(=O)N3C)O2)CC1	1.1
C[C@@H](NC(=O)C[C@@H]1CC[C@@H]2[C@H](COC[C@H](O)CN2C(=O)Nc2ccccc2)O1)c1ccccc1	-3.3
C[C@H](CO)N1C[C@H](C)[C@@H](CN(C)C(=O)C2CCCCC2)Oc2ncc(-c3cccnc3)cc2C1=O	-0.8

Some of the entries so far, bar-delimited.
canonical_smiles | Mtb BioA inh
Cn1cnc(S(=O)(=O)N2C[C@H](O)COC[C@H]3O[C@@H](CC(=O)NC4CCCC4)CC[C@@H]32)c1 | 2.5
COc1ccc(-c2ccc([C@H]3[C@@H](CO)N4CCCCN(C(=O)c5ccc(F)cc5)C[C@@H]34)cc2)cc1 | -0.5
CN1CCN(C(=O)C[C@H]2CC[C@@H]3[C@@H](COc4ccc(NC(=O)C5CC5)cc4C(=O)N3C)O2)CC1 | 1.1

Remaining list, next part
SMILES	Mtb BioA inh
C[C@H](NC(=O)C[C@@H]1C[C@@H]2c3cc(NS(=O)(=O)c4ccc(F)cc4)ccc3O[C@@H]2[C@H](CO)O1)c1ccccc1	-0.7
O=C(Cc1ccccc1)N1C[C@H]2[C@@H](c3ccccc31)[C@H](CO)N2C(=O)C1CC1	-4.5
O=C(Cc1ccncc1)Nc1ccc2c(c1)[C@@H]1C[C@@H](CC(=O)N3CCc4ccccc4C3)O[C@H](CO)[C@@H]1O2	-1.7
C[C@@H]1CN([C@H](C)CO)C(=O)c2cc(NS(=O)(=O)c3cn(C)cn3)ccc2O[C@@H]1CN(C)C(=O)Nc1cccc2ccccc12	-1.1
O=C(C[C@H]1C[C@@H]2c3cc(NC(=O)c4ccc5c(c4)OCO5)ccc3O[C@@H]2[C@@H](CO)O1)NC1CCCCC1	1.4
C[C@@H]1CCCCO[C@@H](CN(C)Cc2ccncc2)[C@@H](C)CN([C@H](C)CO)C(=O)c2cc(NC(=O)CCCN(C)C)ccc2O1	-3.5
COCCNC(=O)C[C@@H]1CC[C@@H]2[C@H](COC[C@@H](O)CN2Cc2ccc(Cl)c(Cl)c2)O1	-11
COc1ccc(-c2cnc3c(c2)C(=O)N([C@H](C)CO)C[C@@H](C)[C@@H](CN(C)C)O3)cc1	-2.9
C[C@@H]1CCCCO[C@H](CN(C)Cc2ccc(C(=O)O)cc2)[C@H](C)CN([C@@H](C)CO)C(=O)c2cc(NC(=O)CCC(F)(F)F)ccc2O1	-0.8
O=C(Cc1ccccc1)N1C[C@@H]2[C@H](c3ccccc31)[C@H](CO)N2S(=O)(=O)c1ccccc1	1.1
